Source: PubChem
TAAR1 antag – antagonists of human TAAR1; CHO RD-HGA16 TAAR1, Fluo-8 calcium fluorescence, antagonist; inhibition, % at 3 µM; 360,000 tested, 1.5% active;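 active = inhibition above a per-plate cutoff, the mean inhibition of test compounds on that plate plus 3 SD, cut at about 49% in these data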;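 note: 0% = DMSO plus EC80 beta-PEA response and 100% = DMSO alone without agonist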
Target sequence (Q96RJ0 whole entry, looked up): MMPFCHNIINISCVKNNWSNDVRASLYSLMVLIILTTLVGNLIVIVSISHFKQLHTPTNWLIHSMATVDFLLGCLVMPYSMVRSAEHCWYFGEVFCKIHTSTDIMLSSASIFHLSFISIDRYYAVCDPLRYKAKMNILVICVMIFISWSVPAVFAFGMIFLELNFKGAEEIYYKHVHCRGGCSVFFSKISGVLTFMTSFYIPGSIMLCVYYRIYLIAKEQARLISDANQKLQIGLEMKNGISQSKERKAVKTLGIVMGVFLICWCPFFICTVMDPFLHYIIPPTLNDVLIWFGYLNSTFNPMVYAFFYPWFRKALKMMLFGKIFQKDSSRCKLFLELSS
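test system = CHO RD-HGA16 cells bearing hTAAR1 | replication = singlicate | controls = DMSO-only wells and EC80 β-PEA-stimulated wells | reagent = EC80 β-phenethylamine stimulus | read-out basis = percent inhibition of PEA-evoked calcium signal, max/basal emission ratio | schedule = seeding 17-24 h prior, 75-min 37 °C, 30-min RT dye loading | signal = kinetic Fluo-8 calcium fluorescence measurement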
CRFBP-R2 agonist – CRF-BP/CRF-R2 complex agonism | activation, % at 13.2 µM | 350,000 tested, 0.46% active | AID 588473 | HEK293 CRF-R2/CRF-BP, calcium dye fluorescence (FLIPR); percent of saturating CRF peptide response;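 active = activation of at least 50%, plus an integration ratio under a set limit after plate pattern correction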;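 note: plate controls were neutral control wells without compound for no effect and CRF at EC100 for full effect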
M1 PAM parental – M1 PAM counterscreen hit in parental CHO-K1 cells. AID 602247. activation, % at 3 µM. 360,000 tested, 0.02% active. ATP EC20, Fluo-8 calcium fluorescence; 0% at ATP EC20, 100% at ATP max;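 active = activation above the run cutoff, the mean activation of all test compounds plus 3 SD, cut at about 40% in these data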;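 note: peak over basal fluorescence ratio in a 140 s read after ATP addition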
M5 antag – antagonists of human muscarinic M5 receptor (CHRM5); P08912; CHO-hM5 cells, Fluo-8 calcium fluorescence, ACh EC80; inhibition, % at 3 µM; 360,000 tested, 0.59% active;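 active = inhibition above a per-plate cutoff, the mean of that plate's test compounds plus 3 SD, cut at about 27% in these data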;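 note: 0% = acetylcholine EC80 with DMSO and 100% = DMSO without agonist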
Target sequence (P08912 whole entry, looked up): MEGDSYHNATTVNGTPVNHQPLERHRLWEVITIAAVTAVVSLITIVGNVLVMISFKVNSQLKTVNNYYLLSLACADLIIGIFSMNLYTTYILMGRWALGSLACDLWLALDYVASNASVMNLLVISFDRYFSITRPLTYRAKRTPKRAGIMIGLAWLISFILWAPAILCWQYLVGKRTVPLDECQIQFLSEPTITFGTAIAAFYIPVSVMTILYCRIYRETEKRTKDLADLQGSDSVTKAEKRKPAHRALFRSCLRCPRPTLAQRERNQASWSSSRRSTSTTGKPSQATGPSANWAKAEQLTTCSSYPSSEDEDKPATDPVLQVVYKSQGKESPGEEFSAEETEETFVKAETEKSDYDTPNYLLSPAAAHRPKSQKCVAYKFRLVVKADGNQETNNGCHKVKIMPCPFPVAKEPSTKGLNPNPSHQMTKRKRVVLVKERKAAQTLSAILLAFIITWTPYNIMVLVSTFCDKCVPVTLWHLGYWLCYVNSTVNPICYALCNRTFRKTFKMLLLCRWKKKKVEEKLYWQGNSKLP
M5 PAM – positive allosteric modulators of human muscarinic M5 receptor | activation, % at 3 µM | AID 624038 | CHO-K1 hM5, Fluo-8 calcium, ACh EC20 PAM; 0% = ACh EC20, 100% = ACh EC100 | 360,000 tested, 0.3% active | P08912;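 active = activation above the run cutoff, the mean activation of all test compounds plus 3 SD, cut at about 18% in these data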
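System: CHO-K1 hM5 cells. Reagent: acetylcholine, EC20 level. Compound dosing: single dose, 3 µM nominal final test concentration. Timing: Post-acetylcholine fluorescence recording 140 s. Detection: Fluo-8 calcium fluorescence. Read-out: % activation, ACh-normalized. Benchmarks: ACh EC20 and EC100 wells. Repeats: singlicate, one well per test compound.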
CRFBP-R2 block – CRF-BP/CRF-R2 complex antagonism; HEK293 CRF-R2/CRF-BP, CRF-induced calcium fluorescence; inhibition, % at 11.8 µM; 350,000 tested, 0.59% active; AID 588475;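 active = inhibition of the ligand-induced calcium signal above about 50% at the single tested concentration, limit read from the data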
M5 ag – agonists of human muscarinic M5 receptor (CHRM5); P08912; CHO-K1 hM5 cells, Fluo-8 calcium fluorescence; 0% DMSO wells, 100% maximal acetylcholine response; activation, % at 3 µM; 360,000 tested, 0.19% active;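 active = activation above the run's mean over test compounds plus 3 SD, cut at about 23% in these data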;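 note: signal is peak over basal fluorescence ratio across the kinetic read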
TAAR1 agonist – agonists of human TAAR1; AID 624467; activation, % at 3 µM; CHO RD-HGA16 TAAR1, Fluo-8 calcium fluorescence; vehicle wells 0%, saturating PEA agonist 100%; 360,000 tested, 0.99% active;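 active = activation above the mean activation of all test compounds in the run plus 3 SD, cut at about 38% in these data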
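Benchmarks: low control DMSO, high control PEA (EC100); System: CHO RD-HGA16 cells carrying human TAAR1 plus Gα16; Detection: Fluo-8 fluorescence, 5 s baseline then 140 s kinetic read; Schedule: 17-24 h plating, Fluo-8 75 min 37 °C, 30 min RT; Read-out basis: % activation from peak over basal fluorescence ratio, DMSO-to-PEA scaled.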
CHRM4 PAM – CHRM4 positive allosteric modulation. activation, % at 3 µM. 360,000 tested, 0.4% active. P08173. CHO-K1 hM4/Gqi5, Fluo-8 calcium fluorescence, ACh EC20; 0% = ACh EC20, 100% = maximal ACh. AID 624126;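 active = activation above its plate's cutoff, the mean activation of sample wells plus 3 SD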; note: some results filed as inactive read as strong as hits
Active calls of the source: *; . = not tested or not shown.

SMILES	TAAR1 antag	CRFBP-R2 agonist	M1 PAM parental	M5 antag	M5 PAM	CRFBP-R2 block	M5 ag	TAAR1 agonist	CHRM4 PAM
NC(N)=NN=Cc1ccnc2ccccc12	4	.	2	-2	10	.	2	0	-7
CCOc1ccc2nc(SCC(=O)NCc3ccc(S(N)(=O)=O)cc3)sc2c1	12	-3.1	18	2	-3	20	1	-1	-7
Cc1ccc(C(NC(N)=O)c2ccccc2C)cc1 (centres undefined)	-14	1.0	13	-9	8	-13	3	8	7
Cn1c(N)c(S(=O)(=O)N2CCN(Cc3ccccc3)CC2)c(=O)n(C)c1=O	6	0.4	25	3	-1	-7	-1	0	7
O=C1CN(C(=O)c2ccc(Br)o2)C(c2ccc(F)cc2)c2cc(Cl)ccc2N1 (centres undefined)	14	0.7	6	5	-8	-6	-3	11	-7
C=C(C)C1CCC(C)=C1COC(=O)Nc1ccccc1 (centres undefined)	53*	-1.1	22	-4	-7	21	-7	21	-5
COc1ccc(NC(=O)N(C)C[C@H]2Oc3c(NC(=O)NC4CCCCC4)cccc3C(=O)N([C@H](C)CO)C[C@@H]2C)cc1	2	1.1	12	-9	1	-27	1	3	6
O=C(Nc1cccc(F)c1)c1cc(-c2ccco2)nc2ccccc12	-20	1.5	7	3	-5	-2	2	1	-10
CCOc1ccccc1NC(C)C(=O)NC(=O)NC1CCCCC1 (centres undefined)	-4	1.1	-3	3	9	-22	-3	3	0
COc1ccc([C@@H]2C[C@H](c3ccccc3)Oc3cc(OC)c(OC)c(OC)c32)cc1	5	-1.3	11	3	2	3	-1	0	2
COc1ccc(Nc2nnc(SCC(=O)N(CC(C)C)C3CCS(=O)(=O)C3)s2)cc1 (centres undefined)	-15	0.2	-10	1	-4	6	-1	1	0
CCCNC(=O)C1(C)CCN(C(=O)c2ccc(F)cc2Cl)C1 (centres undefined)	-3	.	-19	4	2	.	5	2	10
COc1ccc(C2NC(=O)CS2)cc1 (centres undefined)	0	0.9	-7	-1	5	3	-2	4	1
COc1cccc(C2NC(=O)NC(C)=C2C(=O)Nc2ccc(C)cc2)c1OC (centres undefined)	-10	-2.8	5	-10	2	10	6	6	5
COc1cc(C(C)=O)ccc1OCCCN1CCC(Cc2ccccc2)CC1	-15	0.2	10	9	-13	8	-17	2	-13
COc1ccc(-c2cnc3c(NC=O)cc(-c4ccoc4)cn23)cc1OC	-12	.	-4	6	-3	.	1	0	4
Cc1c(Cl)cccc1NC(=O)CN1CCN(CCO)CC1	7	-1.9	2	3	-2	-3	-2	8	4
Cc1c(Br)c([N+](=O)[O-])nn1CC(=O)N1CCCc2ccccc21	13	-1.5	5	1	1	0	-1	11	0
Cc1ccccc1OCCn1c(CCNC(=O)C(C)C)nc2ccccc21	11	-3.0	23	5	-3	3	-1	1	-2
CCN(c1ccccc1)S(=O)(=O)c1ccc(Cl)c(C(=O)N2CCCC2)c1	-5	0.1	7	-4	2	-2	2	1	-2
CCN(C[C@H]1N[C@@](CC)(C(=O)OC)[C@H]2C(=O)N(Cc3ccccc3)C(=O)[C@@H]12)C(=O)c1ccc(C)cc1	50*	0.0	4	2	-13	11	10	11	-8
COc1ccc(CCNS(=O)(=O)c2cccc([N+](=O)[O-])c2)cc1	5	-3.4	16	18	-6	1	-1	1	1
Cc1nn(C(=O)N2CCOCC2)c(C)c1CN1C(=O)c2ccccc2C1=O	3	0.4	11	-2	4	6	-1	12	2
COc1ccc(C(C)=O)c(Oc2nc(CN3CCOCC3)nc3scc(-c4cccs4)c23)c1	9	-1.6	19	0	-3	16	-2	0	10
O=C(/C=C/c1cccs1)N1CCC2(CC1)Oc1ccc(Cl)cc1C(=O)C21CC(c2ccc(Cl)cc2)=NO1 (centres undefined)	7	0.3	-3	6	6	0	2	2	12
(next part)
SMILES	TAAR1 antag	CRFBP-R2 agonist	M1 PAM parental	M5 antag	M5 PAM	CRFBP-R2 block	M5 ag	TAAR1 agonist	CHRM4 PAM
CCS(=O)(=O)Nc1ccc(-c2cc(-c3ccccc3)c3cc(C)ccc3n2)cc1	16	-0.1	-11	-6	0	-16	0	10	0
COc1ccc(C)cc1NC(=O)CCS(=O)(=O)c1cccc2nonc12	-1	1.1	-5	12	-4	-7	-7	2	-4
CC1=C/C(=C/N(C)C)C(=O)O1	-15	0.6	8	12	0	-2	-2	3	4
CCSc1nc2c(c(=O)[nH]1)C(c1cccnc1)C(C(=O)OC(C)C)=C(C)N2 (centres undefined)	-11	-12	-7	0	-5	21	0	8	-7
C#CC(C)(C)NC(=O)c1ccccc1OC	-16	0.0	8	-1	1	21	0	7	-3
Cc1ccc(NC2OC(C(O)CO)C(O)C2O)cc1[N+](=O)[O-] (centres undefined)	-3	2.8	3	-6	-5	-8	-2	11	12
COC(=O)CCC(=O)OC1(C)C(=O)C2=CN(C3CC3)C(c3ccc(OC)cc3)=CC2=C(Br)C1=O (centres undefined)	-10	1.3	-4	6	1	-6	1	3	-3
COc1ccc(C(=O)N2CCCCCC2)cc1OC1CCN(C(C)C)CC1	0	0.6	18	7	-7	-1	-8	1	7
Nc1c(-c2ccc(F)cc2)cnc2ncnn12	1	1.2	10	-2	2	-20	-2	11	-7
CC1(Oc2ccccc2-c2ccno2)CCN(Cc2csc3ccccc23)C1 (centres undefined)	-32	.	1	4	-5	.	-1	2	-8
O=C(NC1CCCC1)C(c1ccncc1)N(C(=O)Cc1cccs1)c1ccccc1 (centres undefined)	3	-0.7	3	-3	-6	4	-2	2	3
Cn1nnnc1SCC(=O)Nc1ncc(Cl)cc1Cl	-43	0.5	11	-1	4	-5	1	1	13
CCOC(=O)c1cnc2c(ccc3ccccc32)c1Cl	0	-0.8	21	2	3	3	-1	3	-4
COC(=O)c1ccc(C2C(C(=O)Nc3ccc(C)cc3C)=C(C)Nc3ncnn32)cc1 (centres undefined)	-20	2.9	-7	4	-5	36	-1	1	1
Cc1cc(NC(=O)NC(=O)c2ccccc2NC(=O)CN(C)C)ccc1Oc1ncc(Br)cn1	-18	-2.3	-1	-2	13	19	6	0	2
CN1CCN(C(=O)/C=C/c2ccc3c(c2)OCO3)CC1	7	3.6	5	8	-4	6	1	3	0
C=CCc1ccc(OCCCOc2ccc(C(=O)O)cc2)c(OC)c1	11	-0.6	18	6	0	16	0	6	0
Cc1ccc(OCC(=O)NNC(=O)c2cc(S(=O)(=O)N(C)C)ccc2N2CCCC2)cc1	-32	-0.2	12	3	-1	-1	0	3	1
COc1ccc(NC(=O)N(C)[C@H]2C[C@H]3c4[nH]c5ccccc5c4CCN3C(=O)[C@H]2[C@H](C)O)cc1	-5	8.5	24	-3	1	-7	-1	1	8
C=C(C)C(=O)OCC(O)COc1ccc(C(C)(C)c2ccc(OCC(O)COC(=O)C(=C)C)cc2)cc1 (centres undefined)	92*	6.0	-3	27*	-17	-43	12	15	-14
COc1ccc(NC(=O)NCCN2CCCCC2)cc1	0	0.2	-15	14	4	0	-1	1	-3
C/C(Cn1nc([N+](=O)[O-])cc1C)=N\NC(=O)c1ccc(O)cc1O	-16	-1.6	23	-7	4	5	-3	13	4
O=C(c1cc(-c2ccc(Cl)cc2)on1)N1CCOCC1	-19	2.2	9	6	-3	-2	2	6	8
Cc1ccc(F)cc1NC(=O)c1ccc2c(c1)OCO2	-22	-0.7	7	-8	1	35	1	4	10
Cc1ccc(S(=O)(=O)Nc2ccc3c(c2)CC(=O)N([C@H](C)CO)C[C@@H](C)[C@H](CN(C)Cc2ccc(-c4ccccc4)cc2)O3)cc1	.	8.9	24	17	4	-2	-6	.	4
The list goes on.
SMILES	TAAR1 antag	CRFBP-R2 agonist	M1 PAM parental	M5 antag	M5 PAM	CRFBP-R2 block	M5 ag	TAAR1 agonist	CHRM4 PAM
O=C(CNC(=O)c1ccco1)OCC(=O)c1ccc2c(c1)CCCC2	0	-1.7	-2	-1	4	-7	1	16	8
C[C@@]12C(=O)N(CC3CC3)CC(=O)N1[C@H](C1CC1)[C@@H]1C(=O)N(c3ccccc3)C(=O)[C@@H]12	-10	-0.7	10	12	3	0	3	5	10
O=C(C1CCCN(Cc2ccccc2Br)C1)N1CCCCC1 (centres undefined)	-5	-3.0	14	-3	2	3	-8	9	-2
Cc1ccc(Nc2nc3c([nH]2)c(=O)[nH]c(=O)n3C)cc1	2	0.0	10	-5	6	-1	2	14	7
CCCCOc1ccc(/C=C(\C#N)C(=O)NC2CC2)cc1	-5	-5.0	11	9	-5	-6	-3	1	-8
Cc1cccc(OCCNc2cc(N3CCN(CCO)CC3)ccc2[N+](=O)[O-])c1	18	2.6	23	-4	3	-36	-1	15	-4
CCOC(=O)c1cc2ccccc2n1CCN(CC)CC	-13	74*	-11	8	-9	-9	-5	23	4
COc1ccc(CN2CCNC(=O)C2CC(=O)N(C)CC2CCOCC2)cc1C (centres undefined)	-25	0.7	24	-12	3	-2	-4	1	7
COc1ccc(NC(=O)c2cc3c(CO)cnc(C)c3oc2=Nc2cc(OC)cc(OC)c2)cc1	-13	-0.2	-2	5	-3	-5	0	0	-3
CS(=O)(=O)Nc1ccc(C(=O)CSc2nnc(C3CC3)n2C2CC2)cc1	-7	-0.1	3	4	4	-10	2	3	2
COc1ccc(O)c(CN2CCCC(N3CCc4ccccc4C3)C2)c1 (centres undefined)	-17	-1.2	-7	-2	13	1	-10	7	-3
O=C1C(Cl)=C(N2CCOCC2)C(=O)N1CCc1ccccc1	-2	-4.1	28	-2	1	10	2	17	1
CC(C)CC(NC(N)=O)C(=O)OCC(=O)Nc1ccc(OC(F)F)cc1 (centres undefined)	-15	-1.7	22	1	4	16	-2	1	-1
CCOC(=O)N1CCN(CC(O)COc2ccc(-c3ccccc3)cc2)CC1 (centres undefined)	-15	-2.2	-13	-5	-2	-1	-4	1	-2
O=[N+]([O-])c1ccccc1OCc1nc(-c2cccs2)no1	-10	1.4	-3	4	-4	23	-3	-2	-4

In the list so far, 5 have a thiophene ring, fused or not:
SMILES	TAAR1 antag	CRFBP-R2 agonist	M1 PAM parental	M5 antag	M5 PAM	CRFBP-R2 block	M5 ag	TAAR1 agonist	CHRM4 PAM
COc1ccc(C(C)=O)c(Oc2nc(CN3CCOCC3)nc3scc(-c4cccs4)c23)c1	9	-1.6	19	0	-3	16	-2	0	10
O=C(/C=C/c1cccs1)N1CCC2(CC1)Oc1ccc(Cl)cc1C(=O)C21CC(c2ccc(Cl)cc2)=NO1 (centres undefined)	7	0.3	-3	6	6	0	2	2	12
CC1(Oc2ccccc2-c2ccno2)CCN(Cc2csc3ccccc23)C1 (centres undefined)	-32	.	1	4	-5	.	-1	2	-8
O=C(NC1CCCC1)C(c1ccncc1)N(C(=O)Cc1cccs1)c1ccccc1 (centres undefined)	3	-0.7	3	-3	-6	4	-2	2	3
O=[N+]([O-])c1ccccc1OCc1nc(-c2cccs2)no1	-10	1.4	-3	4	-4	23	-3	-2	-4
